# Compound activity deposited in PubChem by National Center for Advancing Translational Sciences (NCATS).
# POLB inh: qHTS Assay for Inhibitors of DNA Polymerase Beta; Pol beta primer extension/strand displacement, fluorescence kinetic; Potency, µM (top dose mostly 114 µM), without a hit: at the highest dose activity change, negative = inhibition, usual class: inhibitors; 1.3% of 340,000 active; AID 485314, 2010; further: potency means the concentration at half of the fitted maximal effect; on the % scale 0 is the no-effect control and ±100 the full control effect
#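 Reaction started by 50 nM substrate onto compound-treated Pol beta (10 nM, 15 min preincubation, room temperature); plates read at 0 min and 10 min. Normalized concentration-effect data fitted by four-parameter Hill equation.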
# ERG-DNA inh: qHTS for Small Molecule Inhibitors of the ERG Ets/DNA interaction. Transcriptional regulator ERG (Homo sapiens), P11308. fluorescence polarization, His-ERG Ets domain / labelled DNA. 0.028% of 370,000 active. Potency, µM (top dose mostly 76.9 µM), inactives show at the highest dose FP activity, negative = inhibition, actives largely listed as inhibitors; active means well fitted inhibition curve with a large enough effect in the polarisation, with a control signal flat; inconclusive means small, poorly fitted or top-dose-only effect, or effect the other way, or a change in a side signal; inactive means no such curve, though single readings can be large or run the other way; the % refers to the polarisation;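 further: polarization taken with two DNA probes labelled with fluorescein and Texas red; potency means the concentration at half of the fitted maximal effect; % of control where 0% means no effect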
#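 His-tagged ERG Ets domain (1 uM in the protein solution; 300mM KCl, 50mM Tris-HCl, 1mM EDTA, 1mM DTT, pH 7.5) received compound, then a probe mix of 5 nM fluorescein-DNA and 100nM Texas-615-DNA. Fluorescence polarization was read for both dyes.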
# 12-LOX inh: Primary qHTS assay for inhibitors of human arachidonate 12S-lipoxygenase (ALOX12): Round 2; 1.1% of 580,000 active; Potency, µM (highest dose often 108 µM), without a hit: top-dose activity change, negative = inhibition, most hits filed as inhibitors; purified 12hLO, xylenol orange hydroperoxide absorbance; Polyunsaturated fatty acid lipoxygenase ALOX12 (Homo sapiens), P18054; further: potency means the concentration at half of the fitted maximal effect; on the % scale 0 is the no-effect control and ±100 the full control effect
#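 Hydroperoxide product was detected by ferrous iron/xylenol orange as the 573 to 405 nm absorbance ratio. Arachidonic acid at 40 uM (final) was turned over for 30 min at room temperature by 150 nM human 12hLO, pH 7.0 Hepes buffer, after 15 min compound preincubation.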
# Anesthetic bind: qHTS Assay for Identification of Novel General Anesthetics | Ferritin light chain (Equus caballus), P02791 | apoferritin/1-aminoanthracene competitive binding, fluorescence | Potency, µM (titrated, usually from 77.5 µM), for the others: at the highest dose activity change, negative = displacement, hits mostly inhibitors | 0.074% of 350,000 active | AID 485281, 2010; further: potency means the concentration at half of the fitted maximal effect; on the % scale 0 is the no-effect control and ±100 the full control effect; nearly all actives have a fitted effect of over 20% in size
# Target sequence (P02791 2-175 limits assumed): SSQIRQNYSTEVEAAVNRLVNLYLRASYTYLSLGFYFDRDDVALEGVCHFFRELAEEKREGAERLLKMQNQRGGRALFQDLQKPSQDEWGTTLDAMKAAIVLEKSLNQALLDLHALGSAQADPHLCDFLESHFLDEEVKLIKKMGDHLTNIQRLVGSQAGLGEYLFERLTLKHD
#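 In PBS, apoferritin at 10 uM is loaded with 1-AMA from a 50% saturated solution. After 10 min of compound exposure at ambient temperature, reduced 535 nm fluorescence indicates probe displacement.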
# POLH inh: qHTS for Inhibitors of Polymerase Eta. Potency, µM (doses to about 114 µM), without a hit: top-dose activity change, negative = inhibition, hits mostly inhibitors. recombinant Pol eta, fluorescent DNA replication assay. 1.2% of 390,000 active. AID 588591, 2011. DNA polymerase eta (Homo sapiens), Q9Y253; further: potency means the concentration at half of the fitted maximal effect; on the % scale 0 is the no-effect control and ±100 the full control effect
# Target sequence (Q9Y253 whole entry, looked up): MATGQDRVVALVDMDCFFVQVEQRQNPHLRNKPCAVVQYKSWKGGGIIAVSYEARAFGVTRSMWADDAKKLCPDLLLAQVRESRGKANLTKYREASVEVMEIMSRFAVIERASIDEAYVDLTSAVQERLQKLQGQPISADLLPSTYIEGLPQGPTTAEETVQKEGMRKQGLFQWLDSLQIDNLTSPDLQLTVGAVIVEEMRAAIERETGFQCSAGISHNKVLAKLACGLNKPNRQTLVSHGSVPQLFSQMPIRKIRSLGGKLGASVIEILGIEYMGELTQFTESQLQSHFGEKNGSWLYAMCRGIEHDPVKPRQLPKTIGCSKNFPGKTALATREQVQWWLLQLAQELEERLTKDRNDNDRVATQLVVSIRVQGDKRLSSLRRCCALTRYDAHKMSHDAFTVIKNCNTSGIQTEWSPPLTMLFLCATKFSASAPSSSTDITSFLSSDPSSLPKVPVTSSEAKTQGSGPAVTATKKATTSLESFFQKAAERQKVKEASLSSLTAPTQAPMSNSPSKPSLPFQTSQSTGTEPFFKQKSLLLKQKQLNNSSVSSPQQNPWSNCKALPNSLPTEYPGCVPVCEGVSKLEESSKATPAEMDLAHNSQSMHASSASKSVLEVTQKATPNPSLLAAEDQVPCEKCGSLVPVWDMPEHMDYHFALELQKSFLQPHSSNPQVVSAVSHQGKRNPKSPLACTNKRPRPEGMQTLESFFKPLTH
#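 Fluorescent replication assay: 50 nM final substrate added after a 15 min room-temperature compound preincubation with 10 nM enzyme. Signal taken at 0 min and again at 10 min.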
# APE1 inh: qHTS Assay for Inhibitors of the Human Apurinic/apyrimidinic Endonuclease 1 (APE1). recombinant APE1, TAMRA/BHQ-2 abasic DNA cleavage fluorescence. 0.35% of 350,000 active. Potency, µM (series often up to 65.8 µM), inactives show at the highest dose activity change, negative = inhibition, most hits filed as inhibitors. DNA repair nuclease/redox regulator APEX1 (Homo sapiens), P27695;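 further: potency means the concentration at half of the fitted maximal effect; plate controls were vehicle for no effect and reference inhibitor for full effect; nearly all actives have a fitted effect of over 55% in size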
#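 Quantitative HTS: incision of a TAMRA/BHQ-2 double-stranded substrate bearing a tetrahydrofuran abasic site by 0.75 nM APE1 raises fluorescence. Substrate 50 nM final, added after 15 min compound preincubation at room temperature; progress as third-minus-first kinetic read difference.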
# LDHA inh: qHTS assay for inhibitors of human lactate dehydrogenase; purified LDHA, NADH/diaphorase-resazurin fluorescence; hits give low values; activity change, % (values are at about 110 or 230 µM); 0.15% of 480,000 active; in the data active means activity change below about -30%; inconclusive means mostly about -25% to -30%;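 further: plate controls were DMSO wells for no effect and wells without enzyme for full effect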
#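 Human LDH5 (2 nM) was incubated with 0.06 mM NADH and 0.2 mM pyruvate for 5 min at room temperature in Tris pH 7.4. Remaining NADH was coupled through diaphorase/resazurin, and resorufin fluorescence was read at 0 and 20 min.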
# POLK inh: qHTS for Inhibitors of Polymerase Kappa | DNA polymerase kappa (Homo sapiens), Q9UBT6 | purified Pol kappa, fluorescent DNA synthesis assay, 10 min | Potency, µM (highest dose often 107 µM), without a hit: at the highest dose activity, negative = inhibition, actives largely listed as inhibitors | 0.53% of 400,000 active; further: potency means the concentration at half of the fitted maximal effect; on the % scale 0 is the no-effect control and ±100 the full control effect
#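 Here, compound and 10 nM enzyme are combined for 15 min at room temperature; adding 50 nM substrate (final) starts DNA synthesis, tracked by fluorescence at 0 and 10 min against buffer-only wells.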
# RGS4 inhibitor: Inhibitors of Regulator of G Protein Signaling (RGS) 4: qHTS | Regulator of G-protein signaling 4 (Homo sapiens), P49798 | Potency, µM (series often up to 114 µM), for inactives: top-dose activity change, negative = inhibition, hits mostly inhibitors | Transcreener GDP fluorescence polarization, RGS4-accelerated GTP hydrolysis | AID 504845, 2011 | 0.039% of 390,000 active; further: potency means the concentration at half of the fitted maximal effect; on the % scale 0 is the no-effect control and ±100 the full control effect; nearly all actives have a fitted effect of over 75% in size; some results filed as inactive show a strong effect at the top dose
# Target sequence (P49798 whole entry, looked up): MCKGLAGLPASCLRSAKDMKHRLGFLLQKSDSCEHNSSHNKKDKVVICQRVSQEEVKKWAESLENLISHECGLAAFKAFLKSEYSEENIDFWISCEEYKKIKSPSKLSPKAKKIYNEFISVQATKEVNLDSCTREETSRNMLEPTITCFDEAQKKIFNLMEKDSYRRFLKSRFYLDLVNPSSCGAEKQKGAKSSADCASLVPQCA
#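 MLSMR compounds (23 nl, pin-transferred) preincubated 10 min at room temperature with a 500nM (2x) first reagent, then RGS4 at 900nM (2x) plus Transcreener GDP mix added; fluorescence polarization (620/688 nm) read before and after 90 min at 30 °C.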
# * marks the source's active call; other numbers are inactive results; ? = inconclusive; nt = not tested or not shown; [ ] = dose if it differs, or a comment. Unless noted, the call rests on the fitted dose curve; in most records, active means well fitted curve in the direction sought with a large enough effect; inconclusive means small, poorly fitted or top-dose-only effect, or another doubt; inactive means no such curve, though single readings can be large; an effect the other way counts as inactive or inconclusive. This is a subset (hit frequency here may not be typical).
SMILES,POLB inh,ERG-DNA inh,12-LOX inh,Anesthetic bind,POLH inh,APE1 inh,LDHA inh,POLK inh,RGS4 inhibitor
CN(C)C(=O)C1C2NC(=S)N(c3ccccc3)C1(C)Oc1ccccc12 (centres undefined),-0.2%,-4.7%,?,-7.5%,-14.5%,1.5%,-5.1,-0.9%,-1.2%
Cn1c(NC(=O)c2cc(Cl)ccc2Cl)cc(=O)n(C)c1=O,4.6%,2.7%,-1.2%,-3.4%,-19.5%,16.9%,-5.5,-23.3%,24.7%
CCOC(=O)c1ccc(NC(=O)c2c(C)[nH]c(C(=O)OCC)c2C)cc1,-17.0%,2.4%,19.0%,2.6%,-3.1%,24.3%,-5.1,-6.1%,22.6%
CC1(C)CC(NC(=O)C2CCN(S(=O)(=O)c3cccc(C(F)(F)F)c3)CC2)CC(C)(C)N1,nt,6.7%,160.5%[activator],nt,-12.1%,19.7%,-7.9,-0.2%,16.2%
CCCS(=O)c1nc(C)cc(C)c1S(C)(=O)=O (centres undefined),13.1%,0.2%,-0.6%,-1.0%,0.5%,-2.0%,-3.6,-11.7%,2.4%
COc1ccccc1NC(=O)CN(c1ccc(C(C)C)cc1)S(=O)(=O)c1c(C)noc1C,-0.1%,-7.8%,-24.9%,72.8%[activator],?,nt,2.1,-10.5%,5.3%
Clc1ccc(Cc2noc(-c3cccs3)n2)cc1,25.7%,-10.9%,3.1%,?,-11.8%,1.8%,-11.6,-2.3%,16.2%
CC(=O)Nc1nonc1NC(=O)c1ccc(F)cc1,7.0%,-0.7%,29.0%,-1.8%,6.5%,1.1%,-7.6,-22.7%,-6.7%
CCOC(=O)c1sc(NC(=O)/C=C/c2ccc(C(C)C)cc2)c(C(=O)OCC)c1C,-1.6%,-7.5%,0.0%,-4.1%,0.7%,nt,-12.0,-6.4%,-1.0%
Clc1ccccc1-c1nnc2n1-c1ccccc1SC2,1.8%,8.3%,0.3%,-13.5%,2.4%,-1.9%,-7.7,-8.8%,-8.4%
CCOC(=O)C1CCCN(C2=NC(=O)/C(=C/c3ccc(O)c(OC)c3)S2)C1 (centres undefined),-23.6%,11.3%,?,-10.5%,-19.7%,3.5%,1.3,-7.8%[60.1 µM],-19.6%
Cc1ccc(/C=C/C(=O)OCC(=O)NC(=O)NCc2ccccc2)cc1,nt,-0.6%,8.4%,nt,-15.7%,15.5%,-16.1,-6.4%,-8.2%
O=C(CCc1ccc(S(=O)(=O)NCCc2ccccc2)cc1)NCc1ccc2c(c1)OCO2,-13.5%,-7.6%,-3.3%,-22.3%,-12.0%,2.8%,-3.0,-6.0%,-14.4%
CCc1ccccc1S(=O)(=O)Cc1ccc(C(=O)NCc2ccc(Cl)cc2)o1,?,2.1%,-10.5%,-13.0%,-15.5%,nt,-1.2,-14.2%,-1.0%
C/C(=N/NC(=O)c1ccoc1C)C12CC3CC(CC(C3)C1)C2,-7.1%,3.9%,?,-5.6%,-12.4%,-8.2%,-10.2,-6.0%,3.7%
CCN1CCN(c2cc(C)c3cc(NC(=S)N4CCCC(C)C4)ccc3n2)CC1 (centres undefined),?,-6.5%,-19.4%,-3.2%,-12.4%,?,0.1,-20.3%,-17.1%
CCOC(=O)C1=CN(Cc2ccc(OC)cc2)C=C(C(=O)OCC)C1c1cccs1,43.1%,7.1%,-18.2%,222.0%[activator],-13.1%,-5.4%,0.0,-15.0%,13.5%
CC1CCCCN1C(=O)CSc1nnc(-c2cccc(Cl)c2)o1 (centres undefined),13.1%,-1.4%,-4.6%,-7.2%,-18.0%,nt,-10.4,2.7%,-12.7%
Oc1ccc(/C=C/c2nc(-c3ccccc3O)n(-c3ccccc3)n2)c(O)c1,3.3%,12.3%,?,-11.7%,-19.8%,nt,-4.5,-21.2%,-5.5%
Cc1ccc(NC(=O)N2CCN(S(=O)(=O)c3ccccc3)CC2)cc1,80.0%,-2.2%,-8.0%,-18.7%,-9.2%,3.6%,-4.3,-11.8%,18.7%

# Whole records from above. Screens in order: POLB inh, ERG-DNA inh, 12-LOX inh, Anesthetic bind, POLH inh, APE1 inh, LDHA inh, POLK inh, RGS4 inhibitor
# `CCCS(=O)c1nc(C)cc(C)c1S(C)(=O)=O` (centres undefined) across the screens: 13.1%, 0.2%, -0.6%, -1.0%, 0.5%, -2.0%, -3.6, -11.7%, 2.4%
# `CCN1CCN(c2cc(C)c3cc(NC(=S)N4CCCC(C)C4)ccc3n2)CC1` (centres undefined) across the screens: ?, -6.5%, -19.4%, -3.2%, -12.4%, ?, 0.1, -20.3%, -17.1%
# `Cc1ccc(NC(=O)N2CCN(S(=O)(=O)c3ccccc3)CC2)cc1` across the screens: 80.0%, -2.2%, -8.0%, -18.7%, -9.2%, 3.6%, -4.3, -11.8%, 18.7%

# Additional structures:
SMILES,POLB inh,ERG-DNA inh,12-LOX inh,Anesthetic bind,POLH inh,APE1 inh,LDHA inh,POLK inh,RGS4 inhibitor
O=C1COc2ccc(S(=O)(=O)N3CCC(C(=O)NCc4ccc(F)cc4)CC3)cc2N1,-11.2%,13.6%,0.6%,-6.8%,3.8%,72.3%[activator],0.2,2.4%,15.2%
CC(C)OC(=O)c1sc2nc3c(cc2c1N)C(=O)CCC3,0.7%,1.5%,?,-10.0%,6.4%,-7.6%,-1.2,-3.0%,-31.9%
O=C(c1ccccc1)C1CCN(C(=O)C2CCC(=O)N(Cc3cccc(F)c3)C2)CC1 (centres undefined),11.5%,9.6%,0.0%,-6.7%,-11.4%,13.8%,0.8,16.0%,-7.2%
Oc1c(C(c2ccc(Cl)cc2)N2CCC3(CC2)OCCO3)sc2nc(-c3ccco3)nn12 (centres undefined),?,-0.7%,?,-7.8%,5.2%,nt,4.7,-3.8%[60.1 µM],-7.8%
OC(CN1C2=NCCCN2c2ccccc21)c1ccc(Cl)cc1 (centres undefined),0.4%,-1.9%,-8.1%,-4.3%,-11.4%,-5.2%,-6.6,-6.0%,0.9%
C#CCN1C(=O)S/C(=C\c2ccc(-c3ccc(Cl)c(C(=O)O)c3)o2)C1=O,?,4.4%,-13.6%,-4.2%,14.1µM*,3.7%,2.6,35.5µM*,-37.9%
O=C(O)C1CCCN(S(=O)(=O)Cc2ccccc2)C1 (centres undefined),12.3%,-3.7%,0.0%,-0.6%,-0.1%,0.5%,-1.6,-10.0%[60.1 µM],24.2%
CCC(Sc1nc(C)cc(C)n1)C(=O)O (centres undefined),24.3%,1.2%,3.4%,-3.4%,-5.3%,0.5%,1.1,-0.1%,4.7%
CC(=O)N(c1ccc2oc(=O)sc2c1)S(=O)(=O)c1cccc2cccnc12,2.4%,-16.4%,?,5.7%,-4.7%,23.7%,6.4,2.3%,?
O=C(COc1ccc(Br)cc1)Nc1ccccc1C(=O)N1CCOCC1,13.9%,-3.0%,-3.2%,-4.3%,1.3%,22.6%,-7.4,-2.7%,-1.5%
O=C(NCc1ccncc1)C(=O)N/N=C/c1ccccn1,4.0%,2.5%,-1.8%,-1.6%,-21.0%,4.9%,1.8,-6.1%,4.3%
CCc1cc2c(SCC(=O)N3CC(=O)Nc4ccccc43)ncnc2s1,10.2%,-3.1%,-0.4%,-13.2%,-4.1%,-2.8%,-2.0,3.0%[60.1 µM],-9.4%[11.4 µM]
CCc1nn2c(=O)cc(CSCC(=O)Nc3ccccc3F)nc2s1,29.6%,?,nt,-7.1%,-7.3%,-8.8%,-1.0,7.8%,-13.7%[56.9 µM]
COc1ccc(S(=O)(=O)N(Cc2ccccc2)Cc2nc3ccccc3c(=O)[nH]2)cc1,0.2%,1.4%,5.4%,?,-4.7%,1.1%,-6.3,-10.6%,3.1%
CCn1c(=O)cc(OCC(=O)N2CCc3ccccc32)c2ccccc21,-11.8%,-0.4%,4.1%,3.0%,2.9%,-1.3%,-3.6,3.3%,-8.6%
Cc1ccc(C)c(C(=O)COC(=O)C2CCN(c3ccc(C(F)(F)F)cn3)CC2)c1,nt,nt,-0.1%,nt,-15.7%,7.9%,0.0,-16.5%,34.8%
O=C(CCN1CCN(Cc2ccccc2)CC1)NNC(=O)Nc1cccc([N+](=O)[O-])c1,3.1%,11.3%,14.6%,-3.5%,-2.9%,-7.5%,-2.8,-22.9%,-2.3%
C=CCN1C(=O)/C(=C\c2cccs2)C(C(=O)OC)=C1C,4.5%,-13.9%,?,-22.7%,-11.3%,2.4%,-5.5,-12.4%,-18.5%[11.4 µM]
CC(=O)c1ccc(NC(=O)C2CCC(C)(C(=O)O)C2(C)C)cc1 (centres undefined),8.5%,-9.4%,18.8%,-10.5%,-11.8%,-0.7%,-6.6,-4.1%,-26.1%
Cc1ccc(Cc2nnc(SCC(=O)Nc3ccccc3)[nH]c2=O)cc1,nt,10.6%,5.1%,nt,-2.2%,-10.3%,-5.9,-4.4%,-1.1%
